# Fh CTSL1 inh: blocks F. hepatica cathepsin L1 in PFM18AAP counter-screen | 300,000 tested, 0.49% active | inhibition, % at 5.96 µM | recombinant F. hepatica cathepsin L1, Z-Leu-Arg-MCA fluorescence;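 active = inhibition above the mean of all tested compounds plus 3 SD, set per screening campaign, cut at about 17% in these data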;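 note: 0% = plate median of test compound wells and 100% = 1 µM Z-Phe-Ala-diazomethylketone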
# TPT1 inhibitor: inhibitors of Candida albicans tRNA 2'-phosphotransferase TPT1. inhibition, % at 5 µM. recombinant caTPT1, FP RNA substrate dephosphorylation. 300,000 tested, 0.81% active. AID 1962;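 active = inhibition above the mean of all tested compounds plus 3 SD, set per screening campaign, cut at about 24% in these data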;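 note: plate controls were DMSO alone for no effect and ferristatin control at 100 nM for full effect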
# PP1 inh: blocks human PP1-alpha phosphatase, a PP5 counter-screen | P62136 | purified PP1alpha, OMFP fluorescence | AID 2235 | 320,000 tested, 0.9% active | inhibition, % at 6.7 µM;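 active = inhibition above the mean inhibition of all tested compounds plus 3 SD, computed separately for each screening campaign, cut at about 15% in these data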
# PP5 primary: inhibitors of human protein phosphatase 5 (PP5) | P53041 | purified PP5c, OMFP substrate fluorescence | inhibition, % at 6.7 µM | 320,000 tested, 0.18% active | AID 1987;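 active = inhibition above the campaign's mean inhibition across all tested compounds plus 3 SD, cut at about 9.5% in these data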;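 note: 0% = DMSO only and 100% = 100 µM cantharidin control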
# procasp7 counter: counter-screen for procaspase-3 activators: activators of human procaspase-7; P55210; recombinant procaspase-7, Ac-DEVD-pNA absorbance 405 nm; D23A/D198A/D206A triple mutant, cannot self-cleave; scale: DMSO 0, 5 µM enzyme 100; activation, % at 8.5 µM; 330,000 tested, 0.093% active; AID 463210;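 active = percent activation above the screen-wide mean plus 3 SD, cut at about 25% in these data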
# Target sequence (P55210 whole entry D23A/D198A/D206A): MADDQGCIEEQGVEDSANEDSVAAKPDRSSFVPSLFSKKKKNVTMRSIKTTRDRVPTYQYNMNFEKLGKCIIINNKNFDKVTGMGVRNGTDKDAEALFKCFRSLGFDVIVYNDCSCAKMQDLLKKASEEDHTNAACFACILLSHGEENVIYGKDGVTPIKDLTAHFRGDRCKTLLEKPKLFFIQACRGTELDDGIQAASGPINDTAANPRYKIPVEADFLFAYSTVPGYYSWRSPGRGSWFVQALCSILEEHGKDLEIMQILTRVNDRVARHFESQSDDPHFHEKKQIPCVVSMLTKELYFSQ
#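 signal = Epi-absorbance of released pNA at 405 nm, two timepoints | assay system = Uncleavable procaspase-7 mutant enzyme | reagent = Ac-DEVD-pNA substrate, 400 µM as added | times = 1 h enzyme–compound preincubation and 2 h substrate reaction, both 25 °C | benchmarks = low DMSO alone, high DMSO plus 5 µM PC-7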
# Efflux pump inh: blocks antifungal efflux pumps in multiplex yeast assay | 330,000 tested, 0.44% active | inhibition, % at 10 µM | AID 485275 | S. cerevisiae Candida pump triplex, Nile Red efflux;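 active = plate passing quality check with inhibition over a set limit, or well fluorescence over plate mean plus 4 SD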;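 note: Nile Red retained in pooled yeast measured as flow cytometry median fluorescence; 0% = buffer negative control and 100% = Enniatin B positive control; higher means more Nile Red kept so more efflux inhibition; some compounds called inactive have numbers as strong as hits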
# proCasp3 act: activators of human procaspase-3. activation, % at 8.5 µM. P42574. 330,000 tested, 0.11% active. recombinant procaspase-3 D3A, Ac-DEVD-pNA absorbance 405 nm;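 active = activation above the mean of all tested compounds plus 3 SD, cut at about 21% in these data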;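 note: 0% = DMSO alone and 100% = DMSO wells spiked with extra 5 µM PC-3 D3A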
# Target sequence (P42574 whole entry D9A/D28A/D175A): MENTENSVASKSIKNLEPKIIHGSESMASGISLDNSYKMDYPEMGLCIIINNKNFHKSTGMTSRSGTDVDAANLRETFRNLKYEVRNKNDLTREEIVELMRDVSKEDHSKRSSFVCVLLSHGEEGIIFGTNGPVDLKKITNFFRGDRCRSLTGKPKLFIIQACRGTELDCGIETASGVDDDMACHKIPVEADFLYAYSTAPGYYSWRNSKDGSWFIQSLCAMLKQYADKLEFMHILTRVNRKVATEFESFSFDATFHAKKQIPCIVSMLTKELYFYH
#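 material = Procaspase-3 D3A mutant | probe or stimulus = Ac-DEVD-pNA | compound = single dose, 8.5 µM nominal compound, 0.8% DMSO | timing = 1 h preincubation, 2 h reaction | measured by = 405 nm absorbance of p-nitroaniline, reads at 0 and 120 min | benchmarks = DMSO-only low control, 5 µM PC-3 D3A high control | repeats = singlicate, each compound tested once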
# JMJD2C inh: human JMJD2C demethylase inhibition. Q9H3R0. GST-JMJD2C(1-420) H3K9me3 demethylation, DELFIA europium. inhibition, % at 2.35 µM. 330,000 tested, 0.069% active. AID 2099;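 active = more than half of a compound's replicate wells show inhibition beyond 50%, single wells judged on their own value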;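 note: signal counts dimethyl H3K9 product captured on neutravidin plate; 0% = median of DMSO wells and 100% = 0.3 times that DMSO median; strong numbers were not always called active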
# Target sequence (Q9H3R0 1-420 limits assumed): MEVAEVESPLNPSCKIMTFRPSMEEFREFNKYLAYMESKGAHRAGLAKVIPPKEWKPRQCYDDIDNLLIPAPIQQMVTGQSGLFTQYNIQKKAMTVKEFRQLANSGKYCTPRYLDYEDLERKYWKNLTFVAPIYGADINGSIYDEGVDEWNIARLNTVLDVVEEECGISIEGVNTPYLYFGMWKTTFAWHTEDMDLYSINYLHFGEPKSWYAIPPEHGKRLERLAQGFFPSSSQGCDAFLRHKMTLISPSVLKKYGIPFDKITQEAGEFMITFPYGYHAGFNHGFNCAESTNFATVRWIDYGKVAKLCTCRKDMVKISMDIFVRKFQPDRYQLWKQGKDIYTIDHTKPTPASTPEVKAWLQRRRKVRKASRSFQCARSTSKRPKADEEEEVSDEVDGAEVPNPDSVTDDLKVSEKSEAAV
# HCV core dimer: blocks dimerization of HCV core protein. 300,000 tested, 0.33% active. inhibition, % at 5 µM. TR-FRET GST/Flag-core106 dimerization, 1536-well;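 active = inhibition above the mean of all tested compounds plus 3 SD, set per screening campaign, cut at about 45% in these data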
#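 Test system: GST/Flag-tagged HCV core106 proteins; Medium: KF-containing HEPES buffer, pH 7.45, DTT, CHAPS, BSA; Times: compound-protein-antibody incubation 4 h at 22.5 °C; Detection: TR-FRET 671 and 617 nm emission; Benchmarks: wells lacking GST-core106 and wells with excess unlabelled core106.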
# * hit, by the source's call; . = no result given; & = joins results of further samples.
SMILES,Fh CTSL1 inh,TPT1 inhibitor,PP1 inh,PP5 primary,procasp7 counter,Efflux pump inh,proCasp3 act,JMJD2C inh,HCV core dimer
O=[N+]([O-])c1ccccc1S(=O)(=O)Nc1ccc(S(=O)(=O)N2CCCC2)cc1,.,.,.,.,4,-0.2,7,-4,.
OC(COc1ccccc1)CN1CCN(c2ncccn2)CC1 (stereo not given),1,1,-4,2.1,1,0.0,-2,15,-2
Cc1ccc(S(=O)(=O)Nc2ccc3cn[nH]c3c2)cc1,.,.,1,-0.7,5,-0.1,-8,.,.
COCCN(Cc1ccccc1)C(=O)c1c(C)nn(-c2ccccc2)c1C,0,-2,0,-2.0,6,0.1,6,7,0
O=S(=O)(Nc1nc2ccccc2nc1NCCO)c1cccc(Cl)c1,2,-5,2,3.6,11,0.1,-6,8,-8
COc1cc2ncnc(NCc3cccc(Cl)c3)c2cc1OC,-1,-3,-3,0.6,5,0.2,1,-3,2
COc1cccc(/C=C/C(=O)OCC(=O)c2ccccc2)c1OC,.,.,.,.,9,0.0,-5,-2,.
COc1ccc(S(=O)(=O)N2CCCCCC2)cc1C(=O)N(C)Cc1ccc(F)cc1,2,-1,-1,4.5,-5,0.1,1,-14,4
CCCc1cc(NCCCN2CCOCC2)n2c(nc3ccccc32)c1C#N,3,0,-4,1.6,0,0.2,1,-7,-4
COc1ccc(N2C(=O)c3ccccc3NC23CCCC3)cc1,0,-2,5,3.8,5,0.1,-3,9,1
O=C1CN(C(=O)CSc2nnnn2C2CC2)c2ccccc2N1,.,.,0,0.6,-5,0.0,1,-2,.
C=CCn1cc(Cl)c(=O)n(CC=C)c1=O,-1,1,-4,3.0,2,0.0,-3,9,1
COc1ccc(C2=NN(C(=O)CCC(=O)O)C(c3ccc(OC)cc3)C2)cc1 (stereo not given),-5,3,1,-0.8,-12,0.2,-41,5,-8
O=c1cc2c(n[nH]1)-c1ccccc1CC2,-4,2,-4,2.0,-1,0.3,-3,4,5
O=C(CC1CCCCC1)N=C1SC2CS(=O)(=O)CC2N1c1ccccc1 (stereo not given),-2,-4,-2,2.6,11,-0.1,4,10,6
CN1CCN(c2ccc(CNC(=O)c3ccc4c(c3)OCCO4)cc2)CC1,2,-6,-2,-1.7,4,-0.1,4,5,-4
O=C(c1cc(COc2ccc(F)cc2Cl)on1)N1CCCC(OCc2cccnc2)C1 (stereo not given),4,1,-2,-2.9,-3,0.2,-5,21,1
C=CCOc1ccc(/C=N/NC(=O)CN(c2cc(Cl)ccc2OC)S(=O)(=O)c2ccc(C)c([N+](=O)[O-])c2)cc1,-1,0,11,0.5,0,0.5,0,-2,39
O=C1CCCN1CCCNc1nc2c(S(=O)(=O)c3ccc(Br)cc3)nnn2c2ccccc12,-2,0,-2,-2.4,7,0.0,4,0,12
CCOc1ccc(NC(=O)CSc2nnc(N)s2)c([N+](=O)[O-])c1,-10,1,2,-2.6,-11,0.1,-16,-8,1
CNc1cc(C)nc(-n2nc(C)cc2C)n1,1,-5,5,-0.4,3,0.1,3,-6,0
Cc1cc(C)c(S(=O)(=O)NCCc2ccncc2)c(C)c1,1,-1,2,1.0,2,-0.1,8,-9,-6
CCOC(=O)/C(=C\c1ccc([N+](=O)[O-])cc1)C(=O)c1cc(C(C)=O)c(Nc2ccccc2)s1,-3,1,-3,-0.9,4,0.1,-2,-8,5
COc1ccc(-c2cc3c(=O)n(CC(=O)N4CCCC4)ncn3n2)cc1,1,0,2,3.5,3,-0.2,7,-5,2
CC(=O)c1c(C)[nH]c(C(=O)OCC(=O)Nc2ccc3[nH]c(=O)[nH]c3c2)c1C,0,-1,-4,0.6,-3,0.0,7,4,-3
COc1ccc(S(=O)(=O)NCc2ccccc2Cl)cc1OC,-4,-1,-3,0.3,0,-0.1,8,7,-4
COc1ccc(NC(=O)CN(C)C(=O)C2CC(=O)N(c3ccc4c(c3)OCCO4)C2)cc1 (stereo not given),3,3,-1,-0.8,2,0.1,6,-26,-4
CN1CCN(c2nc(-c3cccnc3)nc3scc(-c4ccccc4)c23)CC1,4,-2,-2,-0.2,3,0.0,-10,0,6
CCN(CC(=O)Nc1ccc(NC(C)=O)cc1)C(=O)C1CC(=O)N(Cc2ccc(C)cc2)C1 (stereo not given),7,1,1,2.1,0,0.1,2,-5,0
O=C(Nc1ccc(Cl)cc1)c1ccc2c(c1)OCO2,-1,-2,0,2.1,7,0.0,-10,26,-3
CCCCc1ccc(NC(=O)CSc2nc(=O)n3cc(C)ccc3n2)cc1,4,-3,5,-0.8,2,-0.1,1,4,4
CCN(c1ccc(NC(=O)COC(=O)CCC(=O)c2ccc(F)cc2)cc1)C(C)C,-36,-2,3,1.2,-8,0.0,-6,-2,-1
COc1ccc(O)c(C(=O)c2cnc3onc(C)c3c2)c1,-2,11,0,0.7,-2,0.0,5,2,29
Cc1cc(OCC(=O)OCC(=O)Nc2ccc(Cl)cn2)ccc1Cl,.,.,2,3.8,9,-0.1,-2,0,.
COCCNCCCCOc1ccccc1-c1ccccc1,-5,3,-4,-0.9,-5,0.6,6,-8,-7
COc1ccc(C)cc1NC(=O)CNC(c1ccccc1)c1ccc(C)cc1 (stereo not given),-1,2,-3,1.0,8,0.4,-1,-18,0

# Of the compounds above, 3 contain an NH in an aromatic ring.
SMILES,Fh CTSL1 inh,TPT1 inhibitor,PP1 inh,PP5 primary,procasp7 counter,Efflux pump inh,proCasp3 act,JMJD2C inh,HCV core dimer
Cc1ccc(S(=O)(=O)Nc2ccc3cn[nH]c3c2)cc1,.,.,1,-0.7,5,-0.1,-8,.,.
O=c1cc2c(n[nH]1)-c1ccccc1CC2,-4,2,-4,2.0,-1,0.3,-3,4,5
CC(=O)c1c(C)[nH]c(C(=O)OCC(=O)Nc2ccc3[nH]c(=O)[nH]c3c2)c1C,0,-1,-4,0.6,-3,0.0,7,4,-3

# The list goes on:
SMILES,Fh CTSL1 inh,TPT1 inhibitor,PP1 inh,PP5 primary,procasp7 counter,Efflux pump inh,proCasp3 act,JMJD2C inh,HCV core dimer
O=C(CSc1nnc(CNC(=O)c2ccccc2)o1)NCc1ccccc1,-3,-1,1,3.3,-2,0.2,5,-1,-5
CCc1cccc(NC(=O)C2CCN(S(=O)(=O)c3ccc4[nH]c(=O)ccc4c3)CC2)c1,6,-2,1,0.7,4,-0.1,3,37,24
CCN(CC)CCNC(=O)Cn1c(-c2ccccn2)nc2ccccc21,0,-2,-2,0.9,-7,0.3,-7,7,-1
CCOC(=O)N1CCN(Cc2ccc(O)c3ncccc23)CC1,-3,-4,3,2.2,-38,-0.1,-26,-30,-1
CCN(CC)C(=O)Cn1c(C)c(/C=C/c2cc[n+](C)cc2)c2ccccc21,3,108*,-5,2.5,-26,0.4,-3,-36,-18
COc1cccc2sc(NC(=O)c3ccc(S(=O)(=O)N4CCOCC4)cc3)nc12,4,-3,-3,1.8,3,0.0,4,3&3,-5
COc1ccc(CCNC(=O)c2cn3ccc(C)cc3n2)cc1OC,-4,-1,1,-2.8,-6,0.0,10,3,1
O=C(CNC(=O)c1ccccc1)c1ccccc1,0,-1,-1,1.8,11,0.0,-5,0,6
Cn1ncc(Cl)c1C(=O)N1CCN(c2ncccn2)CC1,-1,-1,0,3.7,0,0.2,0,-8,-15
CCOc1cc(C(C(=O)NCC2CCCO2)N(C(=O)Cn2nnc3ccccc32)c2ccc(OC)c(OC)c2)ccc1O (stereo not given),-5,-4,3,0.0,1,-0.1,-2,3,-5
COc1ccc(N(C(=O)C(C)C)S(=O)(=O)c2ccc3ccccc3c2)cc1,0,-2,0,0.1,9,-0.2,4,-16,-1
CCOC(=O)C1CCCN(C(=O)C2CCN(c3nnc(-n4cccc4)s3)CC2)C1 (stereo not given),1,-1,5,1.2,5,0.2,11,7,-24
O=C(CSc1nnc(-c2ccncc2)o1)NCc1ccccc1,3,1,0,-1.1,10,-0.1,-7,5,-6
Cc1cccc(Nc2ccc([N+](=O)[O-])cc2C(=O)O)c1,-1,-1,6,0.2,-9,0.1,5,35,9
Cc1ccc(NC(=O)CCC(=O)N2CCN(S(=O)(=O)c3ccc(C)cc3)CC2)cc1,.,.,-5,1.6,2,0.1,0,0,.
Cc1cccnc1NC(=S)Nc1ccc(F)cc1F,4,-3,0,1.1,-16,-0.1,-10,5,0
CCc1ccc(CN(C)C(=O)CCc2nnc(CCc3cccc(OC)c3)o2)nc1,0,0,-1,1.2,-3,-0.1,3,-10,3
Cc1ccc(-c2nnn(CCC(=O)NC(C)(C)C)n2)cc1,-2,1,3,2.0,16,0.0,0,11,1
OC1CCN(C(=S)NCCc2ccccc2)CC1,4,-4,-3,-3.3,1,-0.1,2,3,-8
CCOc1cc(S(=O)(=O)NC2CC2)c(OCC)cc1-n1cnnn1,0,0,0,0.2,6,-0.2,-1,3,-3
O=C(Cn1cnc2sc(-c3ccccc3)cc2c1=O)NCCc1ccccc1,10,2,0,-0.1,2,0.0,-1,10,26
CN(c1ccc(Cl)cc1)c1cc(=O)n(C)c2ccccc12,3,2,5,2.2,20,0.1,-5,5,67*
COc1ccc(C(C(=O)NCC2CCCO2)N(C(=O)CNC(=O)c2ccco2)c2ccc(C)c(C)c2)cc1OC (stereo not given),-3,-1,-2,2.5,3,0.2,-9,-29,9
COc1ccc(S(=O)(=O)N2CCN(C(=O)c3cc(C4CC4)nn3-c3ccccc3)CC2)cc1OC,.,.,.,.,2,-0.2,-2,2,.
Nc1ccc(Cl)c(-c2nc3ncccc3o2)c1,-4,1,-1,3.0,10,0.0,0,-3,-2
Cc1cccc2cc(-c3ccccc3)c(-c3ccccc3)c[n+]12,1,-3,6,0.8,2,-0.1,0,0,5
O=C(NCc1nnc(SCC(=O)N2CCCCC2)o1)c1c(F)cccc1Cl,-2,1,-2,0.0,-5,-0.1,-5,0,0
O=S(=O)(NC1CCCCC1Nc1ccc(Cl)cc1)c1ccccc1 (stereo not given),-2,-3,3,4.3,0,-0.2,-3,9,-2
O=C(NCc1ccccc1)C1CCCN1S(=O)(=O)c1ccc(Cl)cc1 (stereo not given),0,1,-1,0.6,10,0.0,0,-6,1
COc1ccccc1NC(=O)CSc1nc2ccccc2c(=O)n1CCNC(C)=O,-3,-1,-3,0.6,0,-0.1,-3,-10,0
Cc1cccc(NS(=O)(=O)c2ccc(C3CCCCC3)cc2)n1,-3,-3,2,2.5,0,8.2*,6,-17,9
Cc1ccc(C(=O)CN2C(=O)C(=O)N(Cc3ccccc3)C2=O)cc1,-1,-6,-1,1.7,-7,-0.1,-3,32,2
O=C(C[C@H]1C/C=C\C[C@@H](Cc2ccc(F)cc2)C(=O)O[C@H](c2ccccc2)CNC1=O)N[C@@H](CO)Cc1ccccc1,.,.,.,.,11,0.4,5,12,.
CS(=O)(=O)Nc1cccc(S(=O)(=O)N2CCN(C(=O)c3ccccc3)CC2)c1,1,0,-2,2.7,-3,0.1,2,-7,-1

# Not a hit list. About 2.9% of those tested had a hit in this group.
